High-throughput results as filed in PubChem.
NCOA2 inhibitor = inhibits human steroid receptor coactivator 2; inhibition, % at 9 µM; 370,000 compounds, 0.17% hits; Q15596; HEK293 GAL4-SRC2 luciferase reporter, luminescence;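 active = inhibition above the mean inhibition of all tested compounds plus 3 SD, set per campaign, cut at about 52% in these data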;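 note: 0% = DMSO treated cells and 100% = cells given Gossypol at 36 µM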
TROY NFkB inh = inhibitors of TROY-dependent NF-kB signaling. Q293 LMP1-TROYcd NF-kB luciferase reporter, 4 h. inhibition, % at 10 µM. 360,000 compounds, 0.98% hits;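 active = compounds whose plate-normalised and pattern-corrected inhibition of the luciferase reporter signal at the single screening dose is 50% or more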
TWEAK Fn14 block = blocks TWEAK-Fn14 interaction in a reporter cell assay. AID 1159606. 360,000 compounds, 2% hits. inhibition, % at 10 µM. TWEAK-stimulated Fn14 reporter cells, luciferase luminescence, 8 h; in the data active = inhibition above about 50%
NCOA1 inh = inhibits human SRC1 coactivator; 360,000 compounds, 0.12% hits; Q15788; HEK293 GAL4-SRC1 luciferase reporter, luminescence; inhibition, % at 3.6 µM;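 active = inhibition above the campaign mean plus 3 SD, with each screening campaign given its own cutoff, cut at about 60% in these data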;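 note: 0% = DMSO treated cells and 100% = gossypol at 36 µM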
CF NFkB inh = cystic fibrosis NF-kB activation inhibition | inhibition, % at 5 µM | 360,000 compounds, 0.86% hits | KKLEB NF-kB-GFP reporter, PAF-induced, GFP fluorescence overnight | AID 588850;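 active = at least 50% inhibition at 5 µM, scaled per plate between neutral and stimulator controls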;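 note: PAF is a Pseudomonas aeruginosa culture filtrate used as stimulus; plate controls were PAF-stimulated DMSO wells for no effect and unstimulated DMSO wells for full effect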
EBV LMP1 NFkB = Epstein-Barr LMP1 NF-kappaB reporter inhibition; 350,000 compounds, 0.69% hits; inhibition, % at 12.5 µM; LMP1-induced NF-kappaB luciferase reporter cells, luminescence; in the data active = inhibition above about 41%;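 note: 0% = neutral control wells and 100% = reference inhibitor control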
TRAIL sens C8 = sensitizes caspase-8 expressing cells to TRAIL; NB7+C8 cells + TRAIL, ATPlite viability luminescence; inhibition (viability loss, TRAIL sensitization), % at 10 µM; 360,000 compounds, 1% hits; AID 624354;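 active = compounds causing at least 50% loss of cell viability in the single-dose screen, relative to plate controls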
NCOA3 inh = inhibits human SRC3 coactivator | Q9Y6Q9 | HEK293 GAL4-SRC3 luciferase reporter, luminescence | inhibition, % at 3.6 µM | 360,000 compounds, 0.17% hits | AID 588352;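 active = inhibition above a per-campaign cutoff, the mean of all compounds plus 3 SD, cut at about 60% in these data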;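 note: 0% = DMSO-treated cells and 100% = gossypol-treated cells at 36 µM; higher means less SRC3-driven luciferase light from the GAL4 reporter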
KKLEB tox = counter-screen for CF NF-kB inhibitors: cytotoxicity. AID 602141. KKLEB CF airway cells viability, ATPlite luminescence, overnight; hits give low values; cells stimulated with P. aeruginosa culture filtrate. activity change (cytotoxicity), % at 5 µM. 360,000 compounds, 0.36% hits;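 active = corrected activity change at or below -50% at 5 µM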
NR5A2 inv ag = NR5A2 inverse agonism in reporter assay. O00482. HEK293T StAR-luciferase reporter, LRH-1 transfected, 24 h. inhibition, % at 3.6 µM. 360,000 compounds, 0.13% hits. AID 602396;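 active = inhibition above the mean inhibition of all tested compounds plus 3 SD, cut at about 73% in these data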;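 note: 0% = DMSO wells and 100% = reporter-only cells lacking LRH-1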
COUP-TFII inh = NR2F2 (human) inhibition, primary screen; 370,000 compounds, 0.7% hits; HEK293T NGFI-A luciferase reporter, luminescence; AID 686940; inhibition, % at 8.6 µM; P24468;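 active = inhibition above a per-plate cutoff, mean inhibition of test wells between control levels plus 3 SD, cut at about 38% in these data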;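 note: cells cotransfected with COUP-TFII expression vector driving the NGFI-A reporter; 0% = median of COUP-TF2 test wells and 100% = reporter-only cells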
The depositor's hits bear a star; x = not tested or not shown.

SMILES	NCOA2 inhibitor	TROY NFkB inh	TWEAK Fn14 block	NCOA1 inh	CF NFkB inh	EBV LMP1 NFkB	TRAIL sens C8	NCOA3 inh	KKLEB tox	NR5A2 inv ag	COUP-TFII inh
O=C(CCNC(=O)c1ccc([N+](=O)[O-])cc1)NCc1cccs1	17	7	25	12	15	-1	-10	-3	-9	22	-1
Cc1nc(C)c(C(=O)N(c2ccc(C)c(C)c2)C(C(=O)NCc2ccco2)c2ccccc2)s1 (centres undefined)	24	-3	15	2	-2	-3	9	7	9	21	9
COc1ccc(CCNC(=O)c2c(O)c3cccc4c3n(c2=O)CC4)cc1	1	-14	3	-11	-10	-8	-6	10	4	-17	-2
Cc1cccc(-n2nnnc2SCC(=O)NCC2(N3CCOCC3)CCCCC2)c1C	4	-4	16	2	17	5	8	13	-1	-10	5
Cc1ccc(NS(=O)(=O)c2cc(C(=O)OCC(=O)NCC3CCCO3)ccc2C)cc1 (centres undefined)	-12	8	-13	4	-2	0	10	11	0	-8	-33
O=C(O)C1CCN(C(=O)c2scc3c2OCCO3)CC1	-2	-15	-6	-12	5	-2	-6	7	6	7	-10
CC(Sc1nnc(C(C)Oc2ccc(F)cc2)o1)C(=O)NCc1ccc2c(c1)OCO2 (centres undefined)	13	6	-14	-13	-26	-1	4	-8	7	-13	9
COn1cnnc1-c1ccccc1	-28	27	29	4	-7	-4	19	15	12	1	-2
COc1ccccc1NC(=O)CSc1nnc(CNC(=O)c2ccco2)n1C	-9	-19	13	-66	-6	-2	-14	-6	-9	1	6
O=c1cc(N2CCC(Cc3ccccc3)CC2)[nH]c(=O)n1C1CCCCC1	-32	-1	24	-7	10	3	6	-18	-7	-5	7
Cc1cc(C)n(/N=C/c2cccc(O)c2)c(=O)c1C(N)=O	-24	-5	-9	-7	-9	-3	3	8	8	7	6
Cc1ccc(NC(=O)c2ccc(Cl)nc2)cc1	-32	-26	-4	-59	-24	-21	0	-67	-3	-31	-39
Cc1cccc(N(C(=O)Cn2nnc(-c3ccc(C)o3)n2)C(C(=O)NC2CCCC2)c2ccncc2)c1 (centres undefined)	-14	-5	-1	-4	-7	10	3	-20	2	4	0
O=C(O)CC/C(=N/NC(=O)c1cccs1)c1ccccc1	-94	-76	-1	-115	9	-5	-8	-79	2	-143	-56
COCCCNC(=O)CC1C[C@H](C(=O)N2CCCCC2)[C@@]2(CCc3ccccc3)c3[nH]c4ccc(OC)cc4c3CCN2C1=O (some centres undefined)	-10	2	6	6	17	2	-19	-4	-7	27	11
CCc1n[nH]c(=S)n1/N=C/c1c[nH]c2ccc(Br)cc12	-34	22	18	5	42	5	-4	7	-8	12	22
O=C(Nc1cc(S(=O)(=O)N2CCOCC2)ccc1Cl)c1cc(=O)c2ccccc2o1	-1	4	5	9	-10	4	-9	4	-18	1	-11
COC(=O)CNC(=O)/C=C/c1ccc(OC)cc1	x	-21	-2	-23	16	-2	15	-31	-13	-18	x
CCC(NC(=S)NCc1ccc(F)cc1)c1ccc(C(C)C)cc1 (centres undefined)	0	45	6	3	14	-1	5	-38	12	10	-6
COc1ccc(OC)c(Nc2nc(-c3sc(N)nc3C)cs2)c1	13	-2	-10	3	-3	-3	-6	4	4	19	-3
CN(C(=O)COc1ccc(Cl)cc1Cl)C1(C)CCS(=O)(=O)C1 (centres undefined)	-2	-7	-11	0	15	9	-2	18	-12	10	13
Cc1c(C)n(C)c2ccc([N+](=O)[O-])cc12	-16	-5	-15	-8	3	0	8	-4	-11	6	-10
CCN(CC)CC(C)OC(=O)c1cc(OC)c(OC)c(OC)c1 (centres undefined)	-6	2	-10	-7	-5	-2	8	-4	12	-6	0
Clc1ccc(-c2ncc3ccccn23)cc1	-15	-13	-11	-21	-10	-20	-2	-24	5	-31	-37
Cc1nc(/C(=N/O)C(N)=O)cs1	-8	31	-10	-6	-17	-8	7	3	-11	-8	-18
SMILES	NCOA2 inhibitor	TROY NFkB inh	TWEAK Fn14 block	NCOA1 inh	CF NFkB inh	EBV LMP1 NFkB	TRAIL sens C8	NCOA3 inh	KKLEB tox	NR5A2 inv ag	COUP-TFII inh
C=CCn1c(SCC(=O)Nc2cc(NC(C)=O)ccc2OC)nnc1-c1ccccn1	2	5	18	-5	7	0	-3	11	21	-10	-15
CC(C)(C)OC(=O)N1CCC(c2c(C(=O)N3CCN(C(=O)c4ccco4)CC3)cnn2-c2cccc(Cl)c2)CC1	11	4	26	3	10	3	2	-26	-17	3	-2
Cc1ccc(NC(=O)CN(c2ccccc2)S(=O)(=O)N(C)C)cc1C	-7	-35	-1	-11	1	3	12	5	0	-4	-1
S=c1[nH]c2ccccc2n2cccc12	-21	-5	20	11	-31	9	-6	-6	-28	-5	-17
COc1ccccc1NC(=O)c1ccccc1NC(=O)c1ccccn1	-1	-22	-9	-2	-1	11	11	-5	12	-3	9
CSc1ccccc1NC(=O)CSCc1ccc(Br)cc1	-6	-5	-13	-15	-18	-8	-2	8	-14	12	-9
CCN1C(=O)CCC(C(=O)O)C1c1ccc(OC)cc1 (centres undefined)	2	-10	3	7	8	8	14	27	-7	-10	8
O=C(O)c1cc2cc(Oc3ccccc3)ccc2[nH]1	2	4	10	4	-2	8	6	-5	0	9	19
Cc1ccc(C(=O)C2CCN(CC(=O)Nc3nc(C)cs3)CC2)cc1	24	27	-9	8	3	0	-6	3	-3	-3	-3
O=C(NCCNC(=O)c1ccccn1)c1ccccc1	-26	-2	13	-25	5	-5	-15	-4	7	11	1
CCCNC(=O)COc1cccc(C(=O)NCc2ccccc2)c1	7	-2	2	17	1	3	-6	2	-4	21	-17
CC1(C)C(=O)Nc2ccccc2N1C(=O)COc1ncnc2c(Cl)cc(Cl)cc12	-27	1	9	3	-14	2	8	7	26	8	11
COc1ccc(C(CNC(=O)CNC(=O)c2cccc(C)c2)N2CCOCC2)cc1 (centres undefined)	-25	7	6	-10	7	4	1	12	8	-2	-24
O=C(Nc1cccc([N+](=O)[O-])c1)c1[nH]ncc1Cl	-6	-87	-12	-107	12	-29	-10	-48	13	-76	-45
N/C(=N\NC(=O)c1ccccc1)c1cc2ccccc2oc1=O	-63	-40	-11	-32	-3	-5	0	-19	-6	-51	-35
CC(C)(C)c1ccc2c(c1)OC(C(=O)N/N=C\c1ccccn1)CO2 (centres undefined)	18	6	-23	-13	10	1	-6	9	7	7	3
C[C@H]1Cn2cnc(C(=O)NCc3ccc(CNC(=O)OC(C)(C)C)cc3)c2C(=O)N1	-4	-1	-18	3	31	13	18	-8	-10	1	-14
COCCc1nc2ccc(C(=O)N(C)Cc3cccc(-n4nc(C)cc4C)c3)cc2o1	0	60*	-2	-2	-64	-2	-11	11	8	13	-5
Cc1ccc(NC(=O)Nc2cccn(Cc3c(F)cccc3Cl)c2=O)cc1	-18	-14	8	-24	18	-24	11	-21	-8	-3	-7
Cc1ccc(C(=O)n2ncn(C)c2=S)cc1	-16	7	-7	2	11	-7	-2	19	-1	-9	-8
COc1ccc(C(=O)NCC(=O)N2CCNC(=O)C2)cc1OC	-30	-14	31	-10	-9	-19	8	2	4	18	5
Cc1cc(C)n(C(=O)CNC(=O)c2ccc3c(c2)OCCO3)n1	-9	-17	1	3	11	9	-12	-5	-14	19	9
CC1=C(C(=O)N2CCCCCC2)CC(CC(=O)NC2CCCCC2)C(=O)N1Cc1ccc(C(C)(C)C)cc1 (centres undefined)	-15	-4	-20	1	2	x	16	11	-11	24	-7
CCS(=O)(=O)c1ccc(O)c(NC(=O)c2cc(-c3ccccn3)nc3ccccc23)c1	6	0	5	-5	-18	-7	-9	1	-4	-14	8
Cc1cc(S(=O)(=O)N2CCOCC2)ccc1OCC(=O)N1CCCCC1	-9	-9	-5	12	1	4	0	0	13	8	5

Two compounds drawn at random from those above:
SMILES	NCOA2 inhibitor	TROY NFkB inh	TWEAK Fn14 block	NCOA1 inh	CF NFkB inh	EBV LMP1 NFkB	TRAIL sens C8	NCOA3 inh	KKLEB tox	NR5A2 inv ag	COUP-TFII inh
Cc1cc(S(=O)(=O)N2CCOCC2)ccc1OCC(=O)N1CCCCC1	-9	-9	-5	12	1	4	0	0	13	8	5
COc1ccccc1NC(=O)c1ccccc1NC(=O)c1ccccn1	-1	-22	-9	-2	-1	11	11	-5	12	-3	9

Carrying on:
SMILES	NCOA2 inhibitor	TROY NFkB inh	TWEAK Fn14 block	NCOA1 inh	CF NFkB inh	EBV LMP1 NFkB	TRAIL sens C8	NCOA3 inh	KKLEB tox	NR5A2 inv ag	COUP-TFII inh
S=C(CN1CCCC1=S)N1CCOCC1	12	-22	-9	3	-2	0	-8	27	5	4	6
NNC(=O)C=C1CCN(c2ncc(C(F)(F)F)cc2Cl)CC1	-24	-24	13	-5	22	-7	-11	-2	-2	-19	11
CC1CCN(S(=O)(=O)c2ccc3c(c2)N(CC(=O)NCCN2C(C)CCCC2C)C(=O)CS3)CC1 (centres undefined)	-25	10	-2	14	-11	1	18	12	-1	-12	10
Cc1cc(Cl)c(S(=O)(=O)N2CCN(c3ccccn3)CC2)cc1OCC(=O)NC1CCCCC1	34	53*	63*	12	3	32	22	12	3	6	43*
NC(=O)C1(N2CCCCC2)CCN(S(=O)(=O)c2cc(Cl)ccc2Cl)CC1	29	-1	7	10	6	-4	8	6	-17	7	8
Cc1ccccc1C(=O)Nc1nc(SCc2ccc(Cl)cc2)n[nH]1	-17	-3	22	-20	20	-11	0	13	-6	0	8
O=C(CN1C(=O)/C(=C\c2ccccc2Cl)Oc2ccccc21)NCc1cccnc1	-2	20	4	14	-8	0	0	10	3	0	-5
COc1ccc(S(=O)(=O)n2cnc(C)c2)cc1	-14	-18	6	-14	-14	-7	-6	4	4	9	-18
CC(C)(C)N1CC(OC(N)=O)C1	-42	-1	-3	-17	22	-2	-14	4	-15	-1	-2
COc1ccc(-c2noc(CN(C)C(=O)c3ccc4c(c3)OCO4)n2)cc1OC	-6	-13	23	12	-10	-5	-7	-3	0	3	-11
O=C(COc1ncnc2ccccc12)NCCCN1CCCC1=O	-9	-8	-2	-49	0	-6	-2	-9	7	18	-1
COc1ccc(Nc2nc(-c3cccs3)nc3ccccc23)cc1	-34	3	21	-9	-26	-1	-12	28	2	26	-7
O=C(CCSc1ccc(Cl)cc1)c1ccco1	-1	-27	-15	-2	-31	-1	-2	4	1	0	16
O=C(c1cccc(Br)c1)c1coc2ccc(O)cc12	-52	-28	7	-71	-15	0	18	-83	5	-83	-61
Cc1ccc(Nc2ncc3c(n2)CC(C)(C)CC3=O)cc1	-45	-44	5	-129	3	-22	6	-93	-14	-143	-48
Cc1nn(Cc2ccccc2Cl)c(C)c1NC(=O)C1C2CCC(O2)C1C(=O)O (centres undefined)	11	7	-12	-18	1	4	19	5	5	-13	11
CCOC(=O)c1c(-c2ccccc2)csc1NC(=O)CCN1C(=O)c2ccccc2C1=O	2	7	-10	-6	3	3	-15	9	0	-14	0
O=C(c1ccco1)N1N=C(c2ccc3nccnc3c2)CC1c1ccccc1 (centres undefined)	13	21	-24	-3	-7	-8	-1	7	1	11	1
CCNC(=S)NNc1nc(N2CCCCC2)nc(N2CCOCC2)n1	10	2	-17	-2	9	15	4	-24	1	-7	2
CCOC(=O)C(NC(=O)c1ccc(Cl)cc1Cl)(Nc1ccc(C)cc1)C(F)(F)F (centres undefined)	-1	6	0	1	18	30	3	23	0	6	21
COc1ccc(S(=O)(=O)N2CCCCC2)cc1NC(=O)Cc1cccs1	6	-8	-12	0	4	2	5	0	5	12	-16
